High-throughput results (PubChem BioAssay)
KDM4C inh: inhibitors of human demethylase GASC-1 KDM4C; GST-KDM4C 2-372, H3K9me3 peptide, LANCE TR-FRET; inhibition, % at 12.5 µM; hit rate 0.15% among 96,000; AID 720574;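 active = mean replicate inhibition above about 25%, with at least 55% of replicates also reaching it, limit read from the data, passing the limit was not always enough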
Target sequence (Q9H3R0 2-372 limits assumed): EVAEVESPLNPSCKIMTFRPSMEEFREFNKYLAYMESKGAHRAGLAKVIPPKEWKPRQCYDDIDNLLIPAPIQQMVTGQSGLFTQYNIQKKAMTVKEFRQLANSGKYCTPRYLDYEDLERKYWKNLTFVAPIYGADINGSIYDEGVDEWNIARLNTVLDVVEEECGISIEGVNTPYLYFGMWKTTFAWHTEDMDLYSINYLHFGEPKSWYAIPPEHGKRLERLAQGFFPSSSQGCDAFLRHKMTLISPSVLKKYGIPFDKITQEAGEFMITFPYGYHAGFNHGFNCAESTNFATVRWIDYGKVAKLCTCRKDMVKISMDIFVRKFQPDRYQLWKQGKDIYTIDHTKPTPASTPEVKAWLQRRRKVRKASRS
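Material: GST-tagged GASC-1 (JMJD2C) catalytic fragment, aa 2-372. Input: enzyme final amount 10 nM. Medium: HEPES buffer, pH 7.5, plus ascorbate. Reagent: H3K9me3 peptide substrate, Fe(II), 2-oxoglutarate. Doses: single dose. Times: reaction 30 min RT, detection step 1 h RT. Measured by: LANCE TR-FRET. Evaluation: Fall in 671/618 emission ratio as inhibition.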
Pf Dd2 growth: blocks growth of Plasmodium falciparum Dd2 parasites; activity change, % at 10 µM; AID 1159554; hit rate 2.3% among 94,000; P. falciparum Dd2 growth, SYBR Green, 72 h; hits give low values; in the data active = activity change below about -80%
Tcruzi prolif: T. cruzi proliferation inhibition. AID 624255. inhibition, % at 8.34 µM. hit rate 5.9% among 77,000. T. cruzi beta-gal in NIH3T3, GalScreen luminescence, 90 h;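 active = mean inhibition above about 93%, with at least 55% of replicates each passing it, limit read from the data, passing the limit was not always enough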
C diff HTS: blocks growth of Clostridium difficile. Clostridium difficile clinical isolate growth, OD600, 24 h; hits give low values. growth activity, negative = inhibition, % at 16 µg/mL (by protocol). hit rate 0.25% among 86,000. AID 1259249;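 active = mean growth activity at or below -80% and every replicate also at or below -80%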;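 also: 0% = DMSO wells and -100% = levofloxacin 16 µg/mL wells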
* hit, by the source's call; / = not tested or not shown; & = joins results of further samples. Compounds were not picked by outcome. About 7.3% of those tested had a hit in this group.

SMILES	KDM4C inh	Pf Dd2 growth	Tcruzi prolif	C diff HTS
CO[C@H]1CN(C)C(=O)c2ccc(NS(C)(=O)=O)cc2OC[C@@H](C)N(C)C[C@H]1C	-0.5	20.7	-27.6	-2.3
O=C(CN1CCOCC1)N1CCCCN2[C@H](CO)[C@@H](c3ccc(-c4ccccc4)cc3)[C@@H]2C1	0.5	4.2	24.0	-3.7
CC(=O)NC[C@H]1[C@@H](c2ccc(-c3cccc(F)c3)cc2)[C@@H](CO)N1C(=O)C1CC1	0.5	-5.7	/	-3.5
C[C@H](CO)N1C[C@H](C)[C@H](CN(C)C(=O)Nc2cccc3ccccc23)Oc2c(NC(=O)c3ccc(-c4nccs4)cc3)cccc2C1=O	0.0	15.2	-106.1	-2.9
COCC(=O)N1C[C@H]2[C@@H](c3ccccc31)[C@H](CO)N2C(=O)C1CCCCC1	0.1	9.8	6.2	8.1
COCCNC(=O)C[C@@H]1CC[C@H](NS(=O)(=O)c2ccc(C)cc2)[C@H](CO)O1	1.1	11.4	/	0.2
COc1ccccc1CNC(=O)C[C@H]1CC[C@@H]2[C@H](COC[C@H](O)CN2C(=O)Nc2ccc(Cl)cc2)O1	3.2	7.0	75.7	/
COCC(=O)Nc1ccc2c(c1)C(=O)N(C)[C@@H]1CC[C@H](CC(=O)NC3CCCC3)O[C@H]1CO2	0.5	1.1	-21.3	1.0
Cc1noc(C)c1NC(=O)Nc1ccc2c(c1)C(=O)N([C@H](C)CO)C[C@@H](C)[C@H](CN(C)Cc1ccncc1)O2	11.0	11.8	/	-2.0
COc1ccc(S(=O)(=O)Nc2cccc3c2O[C@@H](CN(C)S(=O)(=O)c2cn(C)cn2)[C@H](C)CN([C@H](C)CO)C3=O)cc1	0.5	-5.5	-8.9	/

Arranged by count of non-hydrogen atoms (largest number first): some entries from above
SMILES	KDM4C inh	Pf Dd2 growth	Tcruzi prolif	C diff HTS
COc1ccc(S(=O)(=O)Nc2cccc3c2O[C@@H](CN(C)S(=O)(=O)c2cn(C)cn2)[C@H](C)CN([C@H](C)CO)C3=O)cc1	0.5	-5.5	-8.9	/
COc1ccccc1CNC(=O)C[C@H]1CC[C@@H]2[C@H](COC[C@H](O)CN2C(=O)Nc2ccc(Cl)cc2)O1	3.2	7.0	75.7	/
CC(=O)NC[C@H]1[C@@H](c2ccc(-c3cccc(F)c3)cc2)[C@@H](CO)N1C(=O)C1CC1	0.5	-5.7	/	-3.5
CO[C@H]1CN(C)C(=O)c2ccc(NS(C)(=O)=O)cc2OC[C@@H](C)N(C)C[C@H]1C	-0.5	20.7	-27.6	-2.3
COCC(=O)N1C[C@H]2[C@@H](c3ccccc31)[C@H](CO)N2C(=O)C1CCCCC1	0.1	9.8	6.2	8.1

Further structures follow:
SMILES	KDM4C inh	Pf Dd2 growth	Tcruzi prolif	C diff HTS
COc1ccc(-c2cnc3c(c2)C(=O)N([C@@H](C)CO)C[C@@H](C)[C@@H](CN(C)C(=O)C2CCC2)O3)cc1	-2.1	10.7	31.8	5.0
C[C@H](CO)N1C[C@H](C)[C@H](CN(C)C)Oc2ncc(/C=C/c3ccccc3)cc2C1=O	11.6	7.4&34.0	/	-3.1&-5.0
COC(=O)C[C@H]1CC[C@H]2[C@H](COc3ccc(NC(=O)c4ccc(OC)cc4)cc3C(=O)N2C)O1	-0.4	-2.8	12.1	-0.8
CCCNC(=O)N1CC(=O)N2[C@H](C1)[C@@H](c1ccc(C#Cc3cccc(OC)c3)cc1)[C@@H]2CO	-1.2	-9.5	/	-8.3
C[C@H](CO)N1C[C@H](C)[C@H](CN(C)C(=O)CCN2CCCCC2)Oc2ncc(C#Cc3ccccn3)cc2C1=O	3.2	18.8	74.0	0.2
C[C@@H]1CN([C@@H](C)CO)S(=O)(=O)c2ccc(-c3ccncc3)cc2O[C@@H]1CN(C)C(=O)CC1CC1	2.1	3.0	84.6	1.0
COc1ccc(C#Cc2cnc3c(c2)C(=O)N([C@H](C)CO)C[C@@H](C)[C@H](CN(C)C(=O)CN(C)C)O3)cc1	-0.2	-20.1&-69.4	26.0&32.7	-10.0&-11.7
COc1cccc(CNC(=O)C[C@@H]2CC[C@H](NC(=O)C3CCOCC3)[C@@H](CO)O2)c1	-0.2	2.7	-26.0	4.8
CN1C(=O)c2cc(NC(=O)c3cccc(F)c3)ccc2OC[C@H]2O[C@H](CC(=O)Nc3ccccc3)CC[C@H]21	-2.0	-12.1	-1.5	1.2
C[C@@H]1CN([C@@H](C)CO)C(=O)c2cc(NC(=O)C3CCCCC3)ccc2O[C@@H](C)CCCCO[C@H]1CN(C)C(=O)NC1CCCCC1	-0.7	-59.9	73.0	-1.2
CNC[C@@H]1Oc2ncc(C#Cc3ccccc3)cc2C(=O)N([C@H](C)CO)C[C@@H]1C	-1.4	1.5	-12.3	4.4
CC(=O)N(C)C[C@@H]1Oc2cc(C#CC3CC3)ccc2S(=O)(=O)N([C@H](C)CO)C[C@H]1C	0.9	14.5	10.5	0.6
COc1ccc(C(=O)N2C[C@@H]3[C@H](c4ccccc42)[C@H](CO)N3Cc2ccc3c(c2)OCO3)cc1	-0.9	-3.7	83.2	0.0
C[C@@H]1CN([C@@H](C)CO)C(=O)c2cc(NC(=O)Nc3cccc4ccccc34)ccc2O[C@@H]1CN(C)S(=O)(=O)c1cccs1	1.7	25.3	67.2	/
CO[C@H]1CN(C)C(=O)c2cc(NC(C)=O)ccc2OC[C@H](C)N(Cc2ccccc2F)C[C@@H]1C	-0.4	-8.7	-4.9	/
O=C(c1ccc2c(c1)OCO2)N1CC2(C1)[C@H](c1ccccc1)[C@@H](CO)N2C(=O)C1CC1	-1.1	8.0	/	0.6
CC(C)NC(=O)Nc1ccc2c(c1)C(=O)N([C@@H](C)CO)C[C@@H](C)[C@H](CN(C)Cc1ccncc1)OCCCC[C@@H](C)O2	-0.3	-0.9	29.5	-1.3
COc1ccc2c3c([nH]c2c1)[C@H](CO)NCC31CN(C(=O)Cc2cccnc2)C1	-0.8	39.8	/	6.8
C[C@@H]1CN([C@H](C)CO)C(=O)Cc2cc(NS(C)(=O)=O)ccc2O[C@@H]1CN(C)Cc1ccc(C(=O)O)cc1	-1.6	25.9	26.0	4.1
COc1ccc(S(=O)(=O)N(C)C[C@H]2Oc3c(NC(=O)Nc4c(C)noc4C)cccc3C(=O)N([C@H](C)CO)C[C@@H]2C)cc1	-0.9	-16.4	20.5	0.6
CCC(=O)N1CC(=O)N2[C@H](CO)[C@H](c3ccc(C#CC4CCCCC4)cc3)[C@@H]2C1	0.6	0.7	/	-14.5
O=C(C[C@H]1C=C[C@H](NC(=O)CN2CCOCC2)[C@@H](CO)O1)NCCc1ccncc1	0.6	47.3	/	-4.6
CO[C@H](CN(C)S(=O)(=O)c1cn(C)cn1)[C@@H](C)CN(C(=O)Nc1ccc(F)cc1)[C@@H](C)CO	0.4	31.7	30.6	/
Cc1ccc(S(=O)(=O)N(C)C[C@H]2Oc3ccc(NC(=O)CCC(F)(F)F)cc3CC(=O)N([C@H](C)CO)C[C@H]2C)cc1	1.4	-3.8	-16.6	2.8
C[C@@H]1CN([C@@H](C)CO)C(=O)CCCn2nncc2CO[C@H]1CN(C)Cc1ccc(Oc2ccccc2)cc1	0.7	-28.2	-46.1	0.0
CN1C(=O)c2cc(NS(C)(=O)=O)ccc2OC[C@H]2O[C@@H](CC(=O)NCc3ccccc3)CC[C@H]21	-1.7	2.6	-14.1	0.8
COc1ccc(S(=O)(=O)Nc2cccc3c2O[C@H](CN(C)C(=O)Nc2ccc(F)cc2)[C@H](C)CN([C@@H](C)CO)C3=O)cc1	-1.3	-49.5	40.6	/
CCC(=O)Nc1ccc2c(c1)C(=O)N(C)C[C@H](OC)[C@@H](C)CN(C(=O)c1cccnc1)[C@H](C)CO2	/	17.0	-22.2	-2.7
C[C@H]1CN([C@@H](C)CO)C(=O)c2cccc(N(C)C)c2O[C@H]1CN(C)C(=O)NC1CCCCC1	-0.6	0.6	-5.4	9.6
C[C@H](CO)N1C[C@H](C)[C@@H](CN(C)C(=O)c2ccccc2)OCCCC[C@H](C)Oc2ccc(NS(=O)(=O)c3ccccc3)cc2C1=O	-0.8	9.0	0.9	/
C[C@@H]1CN([C@H](C)CO)C(=O)Cc2cc(NC(=O)c3ccncc3)ccc2O[C@H]1CN(C)CC1CCCCC1	3.1	-14.9	19.2	-8.6
CC(C)CC#Cc1ccc([C@H]2[C@@H](CO)N3C(=O)CN(C(=O)c4cccc(F)c4)C[C@H]23)cc1	0.5	-35.8	/	-3.0
COc1ccc(S(=O)(=O)N(C)C[C@H]2Oc3ccc(NC(=O)Cn4cnnn4)cc3C(=O)N([C@@H](C)CO)C[C@H]2C)cc1	-0.2	-15.9	99.9*	-5.5
CC(C)NC(=O)N[C@H]1C=C[C@H](CC(=O)N2CCCCC2)O[C@@H]1CO	-1.1	14.9	13.6	/
Cc1ccc(-c2ccc3c(c2)O[C@@H](CN(C)Cc2ccccn2)[C@H](C)CN([C@H](C)CO)S3(=O)=O)cc1	-0.5	-52.2	92.9	1.8
CCCC#Cc1ccc([C@@H]2[C@@H](CO)N3CCCCN(S(=O)(=O)CC)C[C@H]23)cc1	-0.8	6.7	-4.7	11.6
O=C(c1cccnc1)N1CC2(C1)[C@@H](c1ccccc1)[C@@H](CO)N2C(=O)CC1CC1	0.4	-86.7*	/	-4.9
O=C(Nc1nccs1)[C@@H]1[C@@H](CO)[C@@H]2Cn3c(cccc3=O)[C@H]1N2C(=O)C1CCCC1	0.4	/	-7.0	1.4
O=C(C1CCCCC1)N1CC(=O)N2[C@@H](CO)[C@H](c3ccc(Br)cc3)[C@@H]2C1	-1.6	8.8	/	-7.6
C[C@@H]1CN([C@@H](C)CO)C(=O)c2cc(NS(=O)(=O)c3ccccc3)ccc2O[C@@H](C)CCCCO[C@@H]1CN(C)CC1CCCCC1	-0.7	-39.7	88.7	-1.7
Cn1cnc(S(=O)(=O)N[C@@H]2CC[C@@H](CC(=O)N3CCN(c4ccccc4)CC3)O[C@@H]2CO)c1	2.8	7.4	-25.0	/
Cc1noc(C)c1NC(=O)N(C)C[C@@H]1Oc2ccc(NC(=O)NC(C)C)cc2CC(=O)N([C@H](C)CO)C[C@H]1C	1.1	-3.7	-1.2	7.3
COc1ccc2c3c([nH]c2c1)[C@H](CO)N(Cc1cccnc1)CC31CCN(C(=O)c2cccnc2)CC1	0.3	-20.8	/	6.7
C[C@@H]1CN([C@H](C)CO)S(=O)(=O)c2ccc(C#CC3CCCC3)cc2O[C@H]1CN(C)S(C)(=O)=O	-1.1	-10.2	43.2	/
COc1ccc(NC(=O)N(C)C[C@H]2Oc3c(NC(=O)Nc4cccc5ccccc45)cccc3C(=O)N([C@@H](C)CO)C[C@H]2C)cc1	0.1	-29.6	/	-15.6
C[C@H]1CN([C@@H](C)CO)C(=O)c2cccc(NS(=O)(=O)c3ccc(Cl)cc3)c2O[C@H]1CN(C)Cc1ccncc1	0.4	11.4	38.1	2.1
CO[C@@H]1CN(C)C(=O)c2ccc(NC(=O)Nc3ccccc3Cl)cc2OC[C@@H](C)N(S(=O)(=O)CC(F)(F)F)C[C@H]1C	-0.3	-30.5	38.7	/
O=C(C[C@H]1C=C[C@H](NC(=O)Nc2ccc(F)cc2)[C@H](CO)O1)NCCN1CCCC1	0.0	43.2	-50.5	/
COCC(=O)Nc1ccc2c(c1)C(=O)N(C)C[C@@H](OC)[C@H](C)CN(C(=O)c1ccccc1)[C@@H](C)CO2	1.2	9.1	12.8	/
C[C@@H]1CN([C@H](C)CO)C(=O)CCCn2cc(nn2)CO[C@@H]1CN(C)S(=O)(=O)c1ccc(Cl)cc1	0.3	-21.0	14.2	/

More structures follow:
SMILES	KDM4C inh	Pf Dd2 growth	Tcruzi prolif	C diff HTS
CCCNC(=O)C[C@H]1CC[C@H]2[C@@H](COc3ccc(NC(=O)COC)cc3C(=O)N2C)O1	-1.2	-10.6	12.0	-3.0
O=C(C[C@H]1CC[C@@H]2[C@H](COC[C@@H](O)CN2Cc2ccccc2)O1)NCCCN1CCOCC1	-0.6	-5.2	-21.0	/
Cc1ccccc1S(=O)(=O)N1C[C@@H]2N[C@H](C1)C2c1ccc(-c2cccc(C#N)c2)cc1 (some centres not stated)	-3.5&-1.9	-55.0&-70.1	/	3.7&45.8
COCC#Cc1ccc([C@@H]2[C@@H](CO)N3C(=O)CN(C(=O)c4ccncc4)C[C@@H]23)cc1	-0.7	-14.8	/	0.4
COc1ccc(S(=O)(=O)N(C)C[C@@H]2OCCCC[C@@H](C)Oc3ccc(NS(=O)(=O)c4cccs4)cc3C(=O)N([C@H](C)CO)C[C@H]2C)cc1	3.7	-58.6	22.0	-8.4
CN(C)CC#Cc1ccc([C@@H]2[C@@H](CO)N3C(=O)CN(C(=O)Cc4ccccc4)C[C@H]23)cc1	0.6	18.9	/	-1.2
COc1ccc(CN(C)C[C@@H]2Oc3ccc(NC(=O)Cn4cnnn4)cc3CC(=O)N([C@H](C)CO)C[C@H]2C)cc1	6.7	9.9	11.1	-4.3
C[C@@H]1CN([C@H](C)CO)S(=O)(=O)c2ccc(-c3cccnc3)cc2O[C@@H]1CN(C)Cc1ccncc1	3.1	17.5	17.9	2.9
CC(C)NC(=O)N(C)C[C@@H]1Oc2ccc(NC(=O)Cc3ccccc3)cc2C(=O)N([C@@H](C)CO)C[C@@H]1C	-1.3	1.7	/	-3.1
